Compound activity (PubChem BioAssay)
EBI2 block: antagonists of human EBI2 receptor. P32249. EBI2 beta-arrestin recruitment, luminescence, 7a,25-OHC stimulated. inhibition, % at 5 µM. 0.81% of 360,000 active. AID 651636; in the data active = inhibition above about 38%;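 note: enzyme fragment complementation signal reports receptor beta-arrestin coupling in cells; 0% = agonist plus DMSO wells and 100% = wells without agonist; some results beyond the cut were filed as inactive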
Target sequence (P32249 whole entry, looked up, the tested form may be a part): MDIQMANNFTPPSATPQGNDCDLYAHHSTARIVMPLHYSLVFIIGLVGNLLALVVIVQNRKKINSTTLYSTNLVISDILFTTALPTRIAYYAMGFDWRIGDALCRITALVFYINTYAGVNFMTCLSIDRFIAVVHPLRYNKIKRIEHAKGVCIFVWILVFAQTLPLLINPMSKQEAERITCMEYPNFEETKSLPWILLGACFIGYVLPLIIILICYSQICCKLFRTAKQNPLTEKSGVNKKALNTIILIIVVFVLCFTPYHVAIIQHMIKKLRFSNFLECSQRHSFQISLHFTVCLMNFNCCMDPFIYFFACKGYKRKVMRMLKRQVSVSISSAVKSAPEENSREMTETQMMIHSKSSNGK
Gli-Sufu antag: blocks Gli-Sufu signaling in a luciferase reporter; 0.74% of 340,000 active; Sufu-KO-LIGHT fibroblasts, Gli luciferase reporter luminescence; AID 588413; inhibition, % at 5 µM;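 active = inhibition above about 55%, limit read from the data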;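 note: 0% = DMSO-treated cells and 100% = wells with medium but no cells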
MPTP inh: inhibitors of mitochondrial permeability transition pore; inhibition, % at 10 µM; 1.4% of 360,000 active; isolated mouse mitochondria, Ca2+ swelling absorbance, 30 min;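 active = inhibition of 50% or more, scaled per plate between neutral and stimulator controls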;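 note: 0% = DMSO wells given calcium and 100% = 1 mM EGTA wells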
A3A deaminase: human APOBEC3A DNA deaminase inhibition | recombinant A3A, FAM/TAMRA ssDNA deamination fluorescence | inhibition, % at 20 µM | P31941 | 0.41% of 330,000 active | AID 493011;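 active = at least 40% inhibition at 20 µM here, with at most 30% in a related deaminase screen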;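 note: plate controls were A3A with DMSO for no effect and wells lacking A3A enzyme for full effect; some results filed as inactive read as strong as hits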
Target sequence (P31941 whole entry, looked up): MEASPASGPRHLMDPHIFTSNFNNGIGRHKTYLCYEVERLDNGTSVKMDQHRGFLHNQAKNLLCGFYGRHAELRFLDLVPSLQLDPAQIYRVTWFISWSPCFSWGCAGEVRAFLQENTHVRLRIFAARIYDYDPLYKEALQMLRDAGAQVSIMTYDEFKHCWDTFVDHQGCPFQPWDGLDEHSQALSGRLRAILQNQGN
CXCR6 block: inhibitors of human CXCR6 receptor | inhibition, % at 20 µM | 0.36% of 360,000 active | CHO-K1 PathHunter CXCR6 beta-arrestin, luminescence | O00574; in the data active = inhibition above about 34%, passing the limit was not always enough;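 note: antagonist mode with CXCL16 agonist at 10 nM final; 0% = 10 nM CXCL16 with DMSO and 100% = unstimulated wells without agonist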
Target sequence (O00574 whole entry, looked up): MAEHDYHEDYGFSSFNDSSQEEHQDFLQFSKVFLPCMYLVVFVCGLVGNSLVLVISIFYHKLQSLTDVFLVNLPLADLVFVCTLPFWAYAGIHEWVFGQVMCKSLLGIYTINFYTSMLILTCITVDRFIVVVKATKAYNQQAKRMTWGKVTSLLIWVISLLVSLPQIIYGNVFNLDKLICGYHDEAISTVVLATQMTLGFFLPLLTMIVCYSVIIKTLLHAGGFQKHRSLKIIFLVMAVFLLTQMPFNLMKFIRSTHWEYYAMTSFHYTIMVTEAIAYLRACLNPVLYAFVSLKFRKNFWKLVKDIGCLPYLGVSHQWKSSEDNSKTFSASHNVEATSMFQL
CCR6 antag: blocks CCL20-driven beta-arrestin recruitment at human CCR6; P51684; CHO-K1 CCR6 PathHunter beta-arrestin, luminescence, CCL20-stimulated; inhibition, % at 20 µM; 0.49% of 340,000 active; AID 493098;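 active = compounds whose inhibition of the agonist-driven luminescence signal at 20 µM reaches about 50%, limit read from the data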;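 note: cells stimulated with CCL20 at 14 nM final; plate controls were DMSO with CCL20 for no effect and DMSO without agonist for full effect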
A3G deaminase: APOBEC3G (human) deaminase inhibition. 0.28% of 330,000 active. inhibition, % at 20 µM. AID 493012. Q9HC16. recombinant A3G, ssDNA deamination FAM/TAMRA fluorescence;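 active = inhibition of at least 40% at 20 µM, with no more than 30% in the related APOBEC3A deaminase screen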;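 note: plate controls were DMSO wells with A3G for no effect and wells lacking A3G enzyme for full effect; some compounds called inactive have numbers as strong as hits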
NR3A LBD binder: NR3A (human) ligand-binding domain modulation; NR3A LBD differential scanning fluorimetry, Tm shift; 0% = protein alone, 100% = glycine-bound protein; Tm shift relative to glycine control, % at 25 µM; 2.5% of 340,000 active; AID 1259313;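 active = melting temperature shift of at least 10% of the positive control shift, at one fixed dose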
Starred values were filed as active, the others as inactive; . = not tested or not shown.

SMILES	EBI2 block	Gli-Sufu antag	MPTP inh	A3A deaminase	CXCR6 block	CCR6 antag	A3G deaminase	NR3A LBD binder
COc1ccc(C(=O)NNC(=O)c2ccc(C)cc2)cc1S(=O)(=O)N1CCCC1	-10	-2	-0.9	-1	6	5	-5	0
O=C(CN1C(=O)C2C3C=CC(C4CC34)C2C1=O)OCC(=O)c1ccccc1 (centres undefined)	-9	-17	-0.4	-3	-2	-2	-12	-1
Cc1c(O)cc2c(c1O)C(=O)CC(c1ccc(O)cc1)O2 (centres undefined)	-7	8	1.5	29	-8	-6	56*	-7
Cc1ccc(NC(=O)C2C3C=CC4(CN(Cc5cccnc5)C(=O)C24)O3)cc1 (centres undefined)	-3	-2	-1.2	4	0	1	-7	-5
CCC(=O)c1ccccc1OCCCn1cncn1	4	2	2.4	-4	-4	21	-2	1
CCOc1cc(C2CC(=O)NC(SCC)=C2C#N)ccc1O (centres undefined)	9	3	-0.6	-5	-6	0	-8	1
Cc1cc2nc(C(F)(F)F)cc(-c3cccs3)n2n1	13	-18	0.1	-2	15	5	-11	1
O=C1[C@@H]2C(c3cccnc3)=NO[C@@H]2C(=O)N1c1ccc(Cl)cc1Cl	-4	0	2.7	-2	-4	-1	-4	2
Cc1ccc(CNC(=O)c2ccc(N3CCC4(CC3)CC(c3ccccc3)=NO4)c(NC(=O)c3c(Cl)cccc3Cl)c2)cc1	7	5	-0.1	1	-5	9	-2	1
O=C(NCCN1CCOCC1)c1cc2n(n1)C(C(F)(F)F)CC(c1ccc(F)cc1)N2 (centres undefined)	-1	4	-0.1	0	-2	-6	-4	1
S=C(NCc1ccc(Cl)cc1)Nc1ccc(Cl)cc1Cl	2	1	100*	-3	-3	9	-6	1
CCOC(=O)/C=C(/C)N1N=C(c2ccc(OC)cc2)CC1c1cccc([N+](=O)[O-])c1 (centres undefined)	-17	-17	1.3	-2	6	23	-6	6
CC1CCN(CC(=O)Nc2ccc(C(=O)N3CCCCC3)cc2)CC1	-5	6	0.4	-3	8	4	-2	-3
Cc1nc(NCc2ccccc2)c2cc[nH]c2n1	-10	2	1.3	-2	0	2	-6	-4
O=c1c2sccc2n(Cc2ccc(F)cc2)c(=O)n1-c1ccc(F)cc1	3	0	-0.1	0	5	8	-6	1
C=CCC[C@H](Cc1ccc(F)cc1)C(=O)OC[C@@H](Cc1c[nH]c2ccccc12)NC(=O)[C@H](CC=C)CC(=O)NCCO	5	-12	0.1	-1	-8	6	-5	-6
O=C(NNc1cccc(Cl)c1)c1cccnc1Oc1ccccc1	-5	5	2.2	0	-5	3	2	-1
COc1ccc(S(=O)(=O)N2CCC(C(=O)N[C@H](C(=O)NCc3ccco3)C(C)C)CC2)cc1	9	5	-1.2	-8	0	9	-9	-1
Cc1ccc(Nc2nc(N)nc(COC(=O)c3ccc(Br)o3)n2)cc1	0	-29	-0.1	4	2	10	-7	-10
Cc1ccc(NC(=O)COC(=O)CSCC(=O)Nc2cc(C)on2)c(C)c1	10	-10	-2.6	0	2	6	-10	-3
CCOC(=O)C(CCSC)NC(=O)CN (centres undefined)	-8	5	0.3	-4	-10	-4	-3	-2
COc1ccc(OC)c(C(=O)COC(=O)COc2ccccc2F)c1	-4	0	-0.5	-1	0	2	-2	3
Cc1ccc(C(=O)c2ccccc2C(=O)OCC(=O)N2CC(C)CC(C)C2)cc1 (centres undefined)	-1	1	2.0	-3	2	16	5	0
CC(C)(C)NC(=O)CN(Cc1cccs1)C(=O)CCN1CCc2ccccc21	9	5	3.8	-5	2	8	-6	0
CCCn1c(-c2ccncc2)n[nH]c1=S	-5	0	0.4	-5	-8	9	-7	0
O=c1cc(O)nc(-c2ccc(Cl)cc2)s1	-11	-1	-1.0	-1	-6	12	5	1
CC(C)(C)OC(=O)C[C@H]1C/C=C\C[C@@H](CC(=O)N(CCO)Cc2ccccc2)C(=O)NC[C@H](c2ccccc2)OC1=O	7	2	-2.8	0	12	9	-5	0
O=C(N/C(=C\c1ccccc1)C(=O)N1CCCCCC1)c1ccccc1	1	6	1.2	-3	-2	5	-7	-1
O=C(c1cc2ccccc2oc1=O)N(Cc1ccco1)C1CCS(=O)(=O)C1 (centres undefined)	5	8	-7.6	-4	1	-3	-3	0
O=C(CCN1C(=O)COc2ccccc21)NCCCN1CCN(c2ccccc2F)CC1	0	7	0.0	-6	-4	9	-6	0
CC(C)[C@@H](N)C(=O)NC[C@H]1O[C@@H](n2cnc3c(N)ncnc32)[C@H](O)[C@@H]1O	-1	-3	-0.4	3	4	9	1	1
CCOC(=O)c1c(C)oc2c(F)c(F)c(F)c(F)c2c1=O	-5	2	0.1	3	3	35	0	1
Oc1ccc(Cl)cc1C1=NNC(c2ccc(Cl)cc2)C1 (centres undefined)	25	-45	7.1	0	4	12	-10	11*
N#Cc1cc2cc3c(cc2nc1SCC(=O)N1CCCC1)OCCO3	-11	-47	0.3	-2	-1	10	-4	0
Cc1ccc(C)c(C(=O)CN2C(=O)c3ccccc3C2=O)c1	8	23	2.3	-7	14	11	-7	-1
O=C(Cn1cc(C(=O)C2CC2)c2ccccc21)NC1CCCC1	-2	-8	-0.2	-1	2	-3	-2	-1
C=CCN(c1ccccc1C(=O)NCC(=O)O)S(=O)(=O)c1ccc(C)cc1	-6	8	2.5	-2	0	9	-6	0
Cc1ccc(S(=O)(=O)N2CCCCC2)cc1C(=O)NCc1ccncc1	1	-13	5.5	0	11	-5	0	-2
Nc1ccccc1SCc1ccccc1Cl	6	4	2.1	2	3	7	-3	-22
COCc1[nH][nH]c(=O)c1/C=N/N1CCOCC1	-1	19	1.8	-2	-3	2	-3	1
Cc1cccc(NC(=O)CSc2nnc3ccc(-c4ccccn4)nn23)c1	9	-8	-0.4	2	10	13	-5	-1
O=C(NC(=S)Nc1ccc(S(=O)(=O)Nc2nccs2)cc1)c1ccccc1	-13	10	2.6	-1	25	30	-1	-22
COc1ccc(NC(=O)c2cc(-c3cccnc3)nc3c(C)c(C)ccc23)c(OC)c1	10	2	-2.4	0	6	4	-5	-1
Cc1ccccc1NC(=O)CSc1nnc(-c2ccco2)c(-c2ccco2)n1	-7	4	-0.4	83	2	2	64	-20
COc1ccc(N2CC(C(=O)N(CC(C)C)c3c(N)n(Cc4ccccc4)c(=O)[nH]c3=O)CC2=O)c(OC)c1 (centres undefined)	-6	-8	-1.7	23	-3	4	0	-2
O=C(N/N=C/c1ccc(O)c(O)c1)N/N=C/c1ccc(O)c(O)c1	-2	6	1.2	6	4	22	4	2
N#Cc1nc(COc2ccccc2)oc1N1CCCCCC1	25	8	-0.7	-1	8	18	2	0
Cc1ccccc1NC(=O)N1CCN(c2ncccn2)CC1	5	4	0.4	-4	-10	-10	-7	-2
CC(=O)c1ccc(NC(=O)C2CCCN2S(=O)(=O)c2ccc(C)cc2)cc1 (centres undefined)	-2	-3	-1.6	4	2	10	-3	-3
COc1ccc(C(=O)COC(=O)C(CCSC)NS(=O)(=O)c2ccc(Cl)cc2)cc1 (centres undefined)	9	0	7.6	.	-4	11	.	-14

4 compounds already listed, arranged by their value in NR3A LBD binder, ascending:
| Compound | EBI2 block | MPTP inh | A3A deaminase | CXCR6 block | CCR6 antag | A3G deaminase | NR3A LBD binder |
| --- | --- | --- | --- | --- | --- | --- | --- |
| O=C(NC(=S)Nc1ccc(S(=O)(=O)Nc2nccs2)cc1)c1ccccc1 | -13 | 2.6 | -1 | 25 | 30 | -1 | -22 |
| O=C(N/C(=C\c1ccccc1)C(=O)N1CCCCCC1)c1ccccc1 | 1 | 1.2 | -3 | -2 | 5 | -7 | -1 |
| CC(C)(C)OC(=O)C[C@H]1C/C=C\C[C@@H](CC(=O)N(CCO)Cc2ccccc2)C(=O)NC[C@H](c2ccccc2)OC1=O | 7 | -2.8 | 0 | 12 | 9 | -5 | 0 |
| Cc1ccc(CNC(=O)c2ccc(N3CCC4(CC3)CC(c3ccccc3)=NO4)c(NC(=O)c3c(Cl)cccc3Cl)c2)cc1 | 7 | -0.1 | 1 | -5 | 9 | -2 | 1 |

(more compounds)
SMILES	EBI2 block	Gli-Sufu antag	MPTP inh	A3A deaminase	CXCR6 block	CCR6 antag	A3G deaminase	NR3A LBD binder
CC(C)C(=O)N1CCN(c2ccc(NC(=O)c3cccs3)cc2)CC1	-2	-7	0.2	-1	-9	0	0	-1
O=C(COC(=O)c1cc(-c2ccc(Cl)s2)nc2ccccc12)NCc1ccco1	10	-12	0.5	0	4	31	-4	4
O=C(NCCc1ccco1)c1ccc(OCc2cn3ccccc3n2)cc1	-4	-12	-2.3	14	13	8	12	-6
CCC(=O)NC(Nc1nc2ccc(C)cc2s1)(C(=O)OC)C(F)(F)F (centres undefined)	-1	12	-2.7	-1	-3	5	-3	-1
NC(=NCCc1ccccc1)c1cccc([N+](=O)[O-])c1	9	15	-0.8	-4	10	5	2	-1
COc1ccc(CS(=O)(=O)/C(Cl)=C(/Cl)C(=O)Nc2ccc(OC)nc2)cc1	72*	18	-0.8	0	40	28	1	-19
NC(=O)NC(CC(=O)NNC(=O)c1ccccn1)c1ccccc1Cl (centres undefined)	-14	-10	-3.0	0	-22	-11	-2	1
CCC(C)NC(=O)NCc1ccccc1F (centres undefined)	-5	4	-1.2	1	-5	-4	-6	-3
CC(=O)c1c(C)[nH]c(C(=O)NCc2ccco2)c1C	-5	6	1.8	2	-4	6	2	-4
C=CCNC1=C(Cl)C(=O)c2ccccc2C1=O	-20	56*	0.9	-1	-8	15	-8	-1
O=C(NCc1ccco1)c1cccc(NS(=O)(=O)c2cccc(F)c2)c1	-12	-6	5.3	-1	-1	4	-5	-1
COc1ccc(/C=C2\SC(=S)N(CCCC(=O)Nc3cc(C)on3)C2=O)cc1OC	-10	33	-1.5	-5	10	-7	-2	0
Cn1cnc2c1c(=O)n(Cc1ccc(Cl)cc1Cl)c(=O)n2C	1	4	0.0	-1	4	3	-2	2
C=CCCOc1ccccc1C(N)=O	-8	-1	0.0	-3	-3	0	21	0
CCCCc1ccc(NC(=O)C(=O)NCCN2CCN(Cc3ccc([N+](=O)[O-])cc3)CC2)cc1	-7	56*	31	1	0	-17	-5	1
NC(=O)C1(c2ccccc2)CCCN1C(=O)c1ccc(Br)cc1 (centres undefined)	4	2	1.0	1	0	0	-12	-1
Cc1cc(C)n2nc(Cc3ccccc3)nc2n1	-1	12	-4.8	-1	1	7	-2	2
CCOc1ccc(NC(=O)c2nsc(Cl)c2Cl)cc1	-5	-82	0.7	-4	-3	3	2	5
CC(C(=O)N=c1sc2ccccc2n1C)N1C(=O)C2CC=CCC2C1=O (centres undefined)	-10	-1	5.5	-2	-6	-24	-5	-2
Cc1cc(C(=O)OCC(=O)Nc2nccs2)c2ccccc2n1	-1	-4	1.9	23	-2	7	5	0
Cc1cc(C)c(S(=O)(=O)N(C)CC(=O)NC2CCCC2)c(C)c1	-12	4	1.0	9	0	-4	-2	0
O=P(NC1CCCCC1)(c1ccccc1)c1ccccc1	1	8	-0.6	.	-1	6	.	-1
CCOc1ccccc1NC(=O)N1CCc2ccccc2C1	5	4	3.9	2	5	9	5	-2
C/C(Cc1ccccc1)=N\NC(=O)CNC(=O)Cc1ccc(Cl)cc1	-13	8	2.4	-1	1	-3	-1	1
O=C(O)Cc1ccc2ccc3ccccc3c2c1	3	1	0.7	-6	7	-5	-8	-2
COc1ccc(NC(=O)C(F)(OC)C(F)(F)F)c(OC)c1 (centres undefined)	-2	1	-0.8	-1	0	1	5	1
O=C(CNCc1ccccc1Cl)Nc1ccc2c(c1)OCCO2	5	-52	1.2	5	2	1	-2	-1
Cc1cc(NS(=O)(=O)N(C)C)ccc1C(C)C	3	1	0.5	2	-2	21	-1	1
Cc1cccc(N(CC(=O)Nc2c(C)n(C)n(-c3ccccc3)c2=O)S(C)(=O)=O)c1	1	-5	0.6	0	8	-4	1	0
CCOCCc1nnc(NC(=O)Cc2ccccc2)s1	-4	-2	-1.1	-1	2	-9	-1	1
N#CCn1cnc2c(oc3ccccc32)c1=O	-2	-6	0.0	-1	-8	-13	-1	-2
CNS(=O)(=O)c1cccc(C(=O)OCC(=O)/C=C2/N(C)c3ccccc3C2(C)C)c1	-2	13	2.5	-1	-1	2	-3	-14
